Compound activity: PubChem, National Center for Advancing Translational Sciences (NCATS)
SW480 rereplic = A quantitative high throughput screen for small molecules that induce DNA re-replication in SW480 colon adenocarcinoma cells; SW480 DNA re-replication, Hoechst DNA content imaging, 48 h; AID 624297, 2012; Potency, µM (titrated, usually from 46.1 µM), without a hit: top-dose re-replication activation, usual class: activators; 1.8% of 340,000 active; note: potency is the fitted concentration of half-maximal effect; % of control where 0% means no effect; nearly all actives have a fitted effect of over 55% in size
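SW480 cells exposed to compounds for 48 hr at 37 C, 5% CO2, then Hoechst-stained 40 min. Nuclear DNA content imaged by fluorescence scanning (405 nm excitation, 500-530 nm emission); re-replication scored as increased high-intensity nuclei.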
IL-1B inflam inh = qHTS for Inhibitors of Inflammasome Signaling: IL-1-beta AlphaLISA Primary Screen; activity change, % at 57.5 µM; THP-1 LPS/ATP IL-1B secretion, AlphaLISA, 16 h; stronger effect = lower value; 4.7% of 360,000 active; AID 743279, 2014; in the data active = activity change below about -50%; inconclusive = mostly about -30% to -49%; note: % is set by controls: 0 for no effect and ±100 for the full control effect
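Secreted IL-1B measured by AlphaLISA bead assay after 16 h compound exposure of THP-1 cells; compounds (final up to 57.5 uM) added 1 h before LPS (250 ng/mL) and ATP (1.25 mM) stimulation; lower signal means less secretion.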
KB-V1 MDR tox = qHTS assay for MDR1-selective chemotherapeutics: Primary screen using the drug-selected MDR subline cells KB-V1. KB-V1 MDR cells viability, CellTiter-Glo, 72 h. Potency, µM (series often up to 46.1 µM), for the others: top-dose activity change, negative = cytotoxicity, hits mostly cytotoxic. 3.4% of 400,000 active. AID 1347076, 2019; note: potency is the fitted concentration of half-maximal effect; % is set by controls: 0 for no effect and ±100 for the full control effect; nearly all actives have a fitted effect of over 60% in size
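KB-V1, DMEM (no phenol red) + 10% FBS; cpd pin-transferred, titration series; 72 h, 37 degrees C; CellTiter-Glo, luminescence. Data normalized, curve-fit.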
HT1080NT lethal = qHTS for induction of synthetic lethality in tumor cells producing 2HG: qHTS for the HT-1080-NT fibrosarcoma cell line. 1.6% of 360,000 active. Potency, µM (highest dose often 46.1 µM), without a hit: at the highest dose activity, negative = less viability, hits mostly cytotoxic. HT-1080-NT fibrosarcoma viability, CellTiter-Glo ATP luminescence, 48 h;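 note: NT is the 2HG producing partner of a matched IDH1 knockdown line; potency is the fitted concentration of half-maximal effect; 0% = DMSO-treated cells and -100% = media-only wells without cells; nearly all actives have a fitted effect of over 55% in size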
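Fibrosarcoma NT cells, 750 per well in 5% FBS RPMI, were exposed to compound for 48 hours. Viability: CellTiter-Glo luminescence.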
D3 ag = qHTS of D3 Dopamine Receptor Agonist: qHTS; D(3) dopamine receptor (Homo sapiens), P35462; max activation, %; 0.58% of 410,000 active; AID 652048, 2013; D3R DiscoveRx beta-arrestin cells, luminescence, 90 min; in the data active = max activation above about 30%; note: 0% is about no effect; mostly tested at two doses, the higher about 12 µM
Target sequence (P35462 whole entry, looked up): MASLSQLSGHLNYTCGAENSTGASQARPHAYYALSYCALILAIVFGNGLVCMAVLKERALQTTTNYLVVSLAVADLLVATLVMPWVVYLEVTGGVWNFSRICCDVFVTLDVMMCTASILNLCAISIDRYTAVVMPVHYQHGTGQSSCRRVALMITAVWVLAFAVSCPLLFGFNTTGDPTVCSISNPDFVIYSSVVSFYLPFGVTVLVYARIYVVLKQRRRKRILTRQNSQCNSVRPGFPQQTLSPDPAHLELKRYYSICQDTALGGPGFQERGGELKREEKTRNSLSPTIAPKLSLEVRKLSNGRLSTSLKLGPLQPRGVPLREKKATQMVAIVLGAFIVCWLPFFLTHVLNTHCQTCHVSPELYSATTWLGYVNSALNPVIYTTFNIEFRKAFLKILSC
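Agonist-mode cell screen: cells plated at 1500/well and incubated overnight at 37 °C, then exposed to library compounds for 90 min at 37 °C. Detection reagent was added for 30–60 min at room temperature, and luminescence was read.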
GLP1R ag = qHTS of GLP-1 Receptor Agonists | HEK293 GLP-1R CRE-luciferase, luminescence, 4-6 h; cells express a hypersensitive GLP-1R form | 0.007% of 380,000 active | Glucagon-like peptide 1 receptor (Homo sapiens), P43220 | AID 624172, 2012 | Potency, µM (doses to about 45.6 µM), for the others: top-dose activation, most hits filed as activators; note: potency is the fitted concentration of half-maximal effect; % of control where 0% means no effect
Target sequence (P43220 whole entry, looked up): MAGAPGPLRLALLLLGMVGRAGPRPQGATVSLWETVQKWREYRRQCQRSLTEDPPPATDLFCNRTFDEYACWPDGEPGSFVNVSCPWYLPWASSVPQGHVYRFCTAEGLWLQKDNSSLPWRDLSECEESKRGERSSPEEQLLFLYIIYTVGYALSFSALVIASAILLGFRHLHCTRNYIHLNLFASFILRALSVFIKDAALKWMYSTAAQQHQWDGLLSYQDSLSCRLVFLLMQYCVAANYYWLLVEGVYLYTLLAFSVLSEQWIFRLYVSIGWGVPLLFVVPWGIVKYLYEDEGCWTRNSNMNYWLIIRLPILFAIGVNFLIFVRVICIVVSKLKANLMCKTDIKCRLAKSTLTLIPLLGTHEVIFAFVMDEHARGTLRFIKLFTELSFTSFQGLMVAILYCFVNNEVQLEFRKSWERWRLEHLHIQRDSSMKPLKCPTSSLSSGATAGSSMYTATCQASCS
HT1080 IDH1KD tx = qHTS for induction of synthetic lethality in tumor cells producing 2HG: qHTS for the HT-1080-IDH1KD cell line; Potency, µM (doses to about 46.1 µM), inactives show at the top dose activity, negative = toxicity, most hits filed as cytotoxic; AID 686971, 2013; 2% of 360,000 active; HT-1080 IDH1 knockdown viability, ATP luminescence, 48 h;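 note: potency is the fitted concentration of half-maximal effect; 0% = DMSO wells and -100% = cell-free medium wells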
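Assay cells: HT-1080 with IDH1 knockdown, 750 per well, RPMI/5% FBS. Exposure: 48 h at 37 °C following 2 h pre-incubation. Read: CellTiter-Glo luminescence; fitted concentration-response, curve class assigned.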
D3 antag = qHTS of D3 Dopamine Receptor Antagonist: qHTS | 2.5% of 360,000 active | D3R cells, DiscoveRx beta-arrestin luminescence, antagonist mode; stronger effect = lower value | max response, negative = inhibition, %; in the data active = max response below about -50%; inconclusive = no clear call, values can overlap the other calls; note: % is set by controls: 0 for no effect and ±100 for the full control effect; mostly tested at two doses, the higher about 12 µM
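Cells plated overnight at 1500 cells/well, then exposed to library compounds with dopamine controls for 90 minutes at 37 degrees C. DiscoveRx reagent added for 30–60 minutes at room temperature; luminescence read, quantitative HTS format.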
KB-3-1 tox = qHTS assay for MDR1-selective chemotherapeutics: Primary screen using the parental adenocarcinoma cell KB-3-1; KB-3-1 viability, CellTiter-Glo ATP luminescence, 72 h; Potency, µM (highest dose often 46.1 µM), without a hit: top-dose activity change, negative = cytotoxic, hits mostly cytotoxic; 1.4% of 400,000 active; note: potency is the fitted concentration of half-maximal effect; % is set by controls: 0 for no effect and ±100 for the full control effect; nearly all actives have a fitted effect of over 60% in size
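KB-3-1 cells, DMEM (no phenol red) + 10% FBS; compound by pin transfer, 72 h, 37 °C. Readout: CellTiter-Glo luminescence after 10 min. Data normalized, curve-fitted.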
The depositor's hits bear a star; ? = inconclusive; . = no result given; [ ] = dose if it differs, or a comment. Unless noted, calls come from the whole dose curve; as a rule, active = well fitted curve in the direction sought with a large enough effect; inconclusive = small, poorly fitted or top-dose-only effect, or another doubt; inactive = no such curve, though single readings can be large; an effect the other way counts as inactive or inconclusive.

1: CC(=O)Nc1cccc(-c2cc(N3CCN(CCO)CC3)n3nccc3n2)c1
2: CCCC(=O)c1cc2ccccc2oc1=O
3: Cc1nc2ccc([N+](=O)[O-])cc2c(=O)n1Cc1cccc(F)c1
4: CCOc1ccc(C(=O)NC(=S)Nc2ccc(N3CCCCC3)cc2)cc1[N+](=O)[O-]
5: Cc1ccc(Cc2c(-c3ccco3)nc3ccc(C)cn23)cc1
6: O=C(CN1C(=O)/C(=C2/SC(=S)N(CCS(=O)(=O)O)C2=O)c2ccccc21)Nc1cccc(Br)c1
7: C/C(=N/Nc1ccc(C)cc1)C1(C)N(O)C(C)(C)C(c2ccco2)=[N+]1[O-] (stereo not drawn)
8: COc1ccc(/C=N/NC(=O)CNC(=O)C2COc3ccccc3O2)cc1OC (stereo not drawn)
Screen / compound no.	1	2	3	4	5	6	7	8
SW480 rereplic	.	-5%	0%	-8%	.	0%	-3%	-38%[inhibitor]
HT1080NT lethal	2%	20%	-12%	2%	-18%	1%	-1%	16%
D3 antag	-15	9	6	-1	-26	7	-6	10
HT1080 IDH1KD tx	8%	10%	-11%	1%	-29%	2%	?	-3%
GLP1R ag	-7%	-5%	12%	1%	23%	-1%	2%	12%
KB-V1 MDR tox	-1%	-4%	-14%	7%	-5%	6%	12%	-4%
KB-3-1 tox	0%	10%	0%	0%	0%	13%	0%	?
IL-1B inflam inh	2	1	-3	9	-10	12	6	83
D3 ag	37*	0	-1	3	-11	11	16	5

9: COc1ccc(C(OC(=O)c2ccco2)C(=O)NC(C)(C)C)cc1OC (stereo not drawn)
10: CCOc1ccc(NC(=O)c2c(NC(=O)CNCCN3CCOCC3)sc3c2CCC3)cc1
11: CC/C(=N\NC(=O)c1ccc(N2CCCC2=O)cc1)c1ccccc1
12: O=C(Nc1ccc(Oc2cccc3ccccc23)cc1)c1ccco1
13: CCc1nnc(NC(=O)CSc2nnc(-c3c[nH]c4ccccc34)n2CCOC)s1
14: CCn1nnnc1SCC(=O)Nc1nnc(C(C)C)s1
15: COc1cccc(C(=O)Nc2ccc(NC(=O)C3CCCCC3)nc2)c1
16: O=C(CCCNS(=O)(=O)c1cccs1)N1CCN(c2cccc(Cl)c2)CC1
Screen / compound no.	9	10	11	12	13	14	15	16
SW480 rereplic	23%	7.3µM*	-3%	?	-1%	3%	4%	-10%
HT1080NT lethal	-2%	-4%	-4%	-28%	-1%	6%	-7%	-11%
D3 antag	-4	3	6	-25	-9	-5	4	3
HT1080 IDH1KD tx	-5%	-23%	1%	?	13%	7%	-20%	-7%
GLP1R ag	3%	-2%	0%	-2%	-1%	0%	7%	-13%
KB-V1 MDR tox	7%	-25%	-16%	0%	?	0%	-7%	?
KB-3-1 tox	-1%	-6%	14%	?	3%	-19%	0%	-13%
IL-1B inflam inh	7	-11	7	?	91	15	-16	-16
D3 ag	-4	-7	2	4	14	3	0	0

17: Cc1ccc(S(=O)(=O)NCc2ccc3c(c2)cc(C)n3C)cc1
18: CC(C)N(Cc1ccccc1)C(=O)CN1C(=O)NC2(CCCc3ccccc32)C1=O (stereo not drawn)
19: O=C(c1ccc(Br)cc1)N1CCC(C(=O)N2CCN(c3ccccc3)CC2)CC1
20: Fc1ccc(-c2ccnc3nc(-n4cccc4)nn23)cc1
21: CN(C)c1ncc([N+](=O)[O-])cc1C(F)(F)F
Screen / compound no.	17	18	19	20	21
SW480 rereplic	-1%	25%	-20%	1%	-17%
HT1080NT lethal	-3%	-4%	-2%	13%	5%
D3 antag	-4	?	19	-19	14
HT1080 IDH1KD tx	-5%	2%	-1%	19%	14%
GLP1R ag	-2%	-2%	5%	-15%	4%
KB-V1 MDR tox	-3%	?	-16%	14%	16%
KB-3-1 tox	-2%	-4%	-8%	11%	6%
IL-1B inflam inh	-14	0	-25	6	-21
D3 ag	-2	-7	10	-5	-7

Fetched by compound from the entries so far:
20: Fc1ccc(-c2ccnc3nc(-n4cccc4)nn23)cc1
12: O=C(Nc1ccc(Oc2cccc3ccccc23)cc1)c1ccco1
Screen / compound no.	20	12
SW480 rereplic	1%	?
HT1080NT lethal	13%	-28%
D3 antag	-19	-25
HT1080 IDH1KD tx	19%	?
GLP1R ag	-15%	-2%
KB-V1 MDR tox	14%	0%
KB-3-1 tox	11%	?
IL-1B inflam inh	6	?
D3 ag	-5	4

Numbers 1–10 of the list above:
1: CC(=O)Nc1cccc(-c2cc(N3CCN(CCO)CC3)n3nccc3n2)c1
2: CCCC(=O)c1cc2ccccc2oc1=O
3: Cc1nc2ccc([N+](=O)[O-])cc2c(=O)n1Cc1cccc(F)c1
4: CCOc1ccc(C(=O)NC(=S)Nc2ccc(N3CCCCC3)cc2)cc1[N+](=O)[O-]
5: Cc1ccc(Cc2c(-c3ccco3)nc3ccc(C)cn23)cc1
6: O=C(CN1C(=O)/C(=C2/SC(=S)N(CCS(=O)(=O)O)C2=O)c2ccccc21)Nc1cccc(Br)c1
7: C/C(=N/Nc1ccc(C)cc1)C1(C)N(O)C(C)(C)C(c2ccco2)=[N+]1[O-] (stereo not drawn)
8: COc1ccc(/C=N/NC(=O)CNC(=O)C2COc3ccccc3O2)cc1OC (stereo not drawn)
9: COc1ccc(C(OC(=O)c2ccco2)C(=O)NC(C)(C)C)cc1OC (stereo not drawn)
10: CCOc1ccc(NC(=O)c2c(NC(=O)CNCCN3CCOCC3)sc3c2CCC3)cc1
Screen / compound no.	1	2	3	4	5	6	7	8	9	10
SW480 rereplic	.	-5%	0%	-8%	.	0%	-3%	-38%[inhibitor]	23%	7.3µM*
HT1080NT lethal	2%	20%	-12%	2%	-18%	1%	-1%	16%	-2%	-4%
D3 antag	-15	9	6	-1	-26	7	-6	10	-4	3
HT1080 IDH1KD tx	8%	10%	-11%	1%	-29%	2%	?	-3%	-5%	-23%
GLP1R ag	-7%	-5%	12%	1%	23%	-1%	2%	12%	3%	-2%
KB-V1 MDR tox	-1%	-4%	-14%	7%	-5%	6%	12%	-4%	7%	-25%
KB-3-1 tox	0%	10%	0%	0%	0%	13%	0%	?	-1%	-6%
IL-1B inflam inh	2	1	-3	9	-10	12	6	83	7	-11
D3 ag	37*	0	-1	3	-11	11	16	5	-4	-7
